Rab2A wt mod: modulators of GTP binding to Rab2A wildtype, primary screen, biochemical, dog, bead-based flow cytometry, multiplex; GST-Rab2 wt beads, Bodipy-GTP binding; actives 0.19% (n = 190,000); Ras-related protein Rab-2A (Canis lupus familiaris), P61105; GTP binding activity, % at 10 µM; AID 760, 2007;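 active = GTP binding activity at least 20 points away from 100%, either lowered or raised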;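 note: 0% = beads with excess unlabeled GTP and 100% = no-compound control corrected for plate trend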
Bim-Bcl-XL: inhibitors of Bim-Bcl-XL binding, primary screen, biochemical, multiplexed, bead flow cytometry, human Bcl-XL | inhibition, % at 10 µM | actives 0.04% (n = 190,000) | Bim peptide-Bcl-XL binding, fluorescence
Bcl-2 Bim block: inhibitors of Bim-Bcl-2 binding, primary screen, biochemical, multiplexed, human Bcl-2 family; Bead-based flow cytometry, Bim peptide-Bcl-2 binding; actives 0.06% (n = 190,000); Apoptosis regulator Bcl-2 (Homo sapiens), P10415; inhibition, % at 10 µM; in the data active = inhibition above about 40%;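 note: 0% = no compound wells with probe peptide and 100% = reference peptide inhibitor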
Target sequence (P10415 whole entry, looked up): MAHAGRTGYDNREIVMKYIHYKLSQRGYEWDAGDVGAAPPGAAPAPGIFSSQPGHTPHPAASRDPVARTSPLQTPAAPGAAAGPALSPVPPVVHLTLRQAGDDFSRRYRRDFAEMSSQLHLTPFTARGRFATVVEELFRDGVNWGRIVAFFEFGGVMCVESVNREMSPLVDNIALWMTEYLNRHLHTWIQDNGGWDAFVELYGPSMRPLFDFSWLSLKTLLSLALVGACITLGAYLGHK
Cdc42 wt: modulators of GTP binding to wildtype Cdc42, primary screen, biochemical, multiplex bead flow cytometry, Bodipy-GTP. Cell division control protein 42 homolog (Homo sapiens), P60953. GST-Cdc42 beads; actives lie on both sides. percent activity (GTP binding), % at 10 µM. actives 0.2% (n = 190,000);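 active = percent activity GTP binding at least 20 points away from the 100% baseline, either down as inhibitor or up as activator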;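 note: median bead fluorescence of bound Bodipy-FL-GTP at 100 nM; 0% = excess unlabeled GTP control and 100% = no compound control; below 100% means less GTP binding so inhibitor and above means activator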
Rac1 act GTP bind: GTP binding modulators of activated mutant Rac1, primary screen, biochemical, bead-based flow cytometry, multiplex, fluorescent GTP; GST-Rac1 activated beads; actives lie on both sides; 100% means binding = to untreated wells; actives 0.11% (n = 190,000); percent activity (GTP binding), % at 10 µM; AID 764, 2007;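 active = GTP binding at least 20 percentage points away from the 100% baseline, in either direction, so actives lie on both sides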
Bcl-W Bim block: inhibitors of Bim binding to Bcl-W, primary screen, biochemical, multiplexed, bead-based flow cytometry. Bim peptide-Bcl-W binding. inhibition, % at 10 µM. actives 0.02% (n = 190,000). AID 952, 2007;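 note: 0% = bound tracer without compound and 100% = peptide blocker; higher means less fluorescent Bim peptide bound to Bcl-W beads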
Target sequence (Q92843 whole entry, looked up): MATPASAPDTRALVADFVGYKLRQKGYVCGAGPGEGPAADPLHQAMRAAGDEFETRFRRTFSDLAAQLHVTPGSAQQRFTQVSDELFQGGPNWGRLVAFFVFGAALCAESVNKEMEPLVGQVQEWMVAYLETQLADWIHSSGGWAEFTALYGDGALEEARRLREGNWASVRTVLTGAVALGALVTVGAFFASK
Rab7 wt modul: modulators of GTP binding to Rab7, primary screen, biochemical, wildtype, multiplex bead flow cytometry; AID 758, 2007; Rab7 GTPase wild type (dog), Bodipy-FL-GTP binding; GTP binding activity (percent of control), % at 10 µM; actives 0.055% (n = 190,000); GST-Rab7 beads, fluorescent GTP binding; actives lie on both sides; untreated = 100%, excess cold GTP = 0%;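 active = fluorescent GTP binding to Rab7 beads changed by at least 20 points from the 100% baseline, either direction, mostly lower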;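 note: median green fluorescence of bound Bodipy-FL-GTP per Rab7 bead population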
Bim-Bfl-1: inhibitors of Bim binding to Bfl-1, primary screen, biochemical, multiplexed, bead-based flow cytometry; AID 1008, 2008; Bim-Bfl-1 binding inhibition; actives 0.12% (n = 190,000); inhibition, % at 10 µM;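 note: 0% = wells without compound plus tracer and 100% = blocker peptide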
Bcl-B Bim block: inhibitors of Bim-Bcl-B binding, primary screen, biochemical, multiplexed, human Bcl-2 family. Bcl-2-like protein 10 (Homo sapiens), Q9HD36. bead-based flow cytometry, Bim peptide-Bcl-B binding. inhibition, % at 10 µM. actives 0.073% (n = 190,000);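 note: 0% = tracer peptide without compound and 100% = reference inhibitor peptide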
Target sequence (Q9HD36 whole entry, looked up): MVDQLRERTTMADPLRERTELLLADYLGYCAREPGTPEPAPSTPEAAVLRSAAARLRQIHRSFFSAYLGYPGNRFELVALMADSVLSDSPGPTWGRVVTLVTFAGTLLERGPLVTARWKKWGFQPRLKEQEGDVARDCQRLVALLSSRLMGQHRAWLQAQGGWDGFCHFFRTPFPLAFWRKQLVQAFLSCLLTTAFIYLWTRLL
Rac1 wt modul: wildtype Rac1 GTP binding modulators, primary screen, biochemical, GST-Rac1 beads, flow cytometry, multiplex | GTP binding activity (% of control), % at 10 µM | actives 0.27% (n = 190,000) | Ras-related C3 botulinum toxin substrate 1 (Homo sapiens), P63000 | AID 757, 2007 | fluorescent GTP binding; actives lie on both sides; 0 = cold GTP competed, 100 = untreated;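 active = GTP binding activity at least 20 points away from the 100% control level, either lower or higher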
HRas wt GTP: modulators of GTP binding to HRas wildtype, primary screen, biochemical, bead-based flow cytometry, multiplex; GTPase HRas (Homo sapiens), P01112; GST-Ras wt beads, Bodipy-FL-GTP binding; actives lie on both sides; GTP binding activity, % at 10 µM; actives 0.14% (n = 190,000); AID 759, 2007;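 active = GTP binding activity at least 20% away from the 100% baseline, either lowered as inhibitor or raised as activator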;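 note: 0% = unlabeled GTP competition control and 100% = no-compound control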
Target sequence (P01112 whole entry, looked up): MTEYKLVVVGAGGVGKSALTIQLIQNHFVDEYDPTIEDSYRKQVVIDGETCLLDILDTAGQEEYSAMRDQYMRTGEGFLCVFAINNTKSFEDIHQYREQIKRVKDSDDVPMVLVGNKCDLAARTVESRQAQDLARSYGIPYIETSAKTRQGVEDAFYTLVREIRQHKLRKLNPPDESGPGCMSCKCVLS
Starred values were filed as active, the others as inactive. Cut-off read from the data, not from the text of the source, unless noted: active = inhibition above about 40%.

entry	SMILES	Rab2A wt mod	Bim-Bcl-XL	Bcl-2 Bim block	Cdc42 wt	Rac1 act GTP bind	Bcl-W Bim block
1	c1cncc(-c2csc(NCc3ccco3)n2)c1	97	0	-3	101	96	3
2	CCOC(=O)c1c(-c2cccc([N+](=O)[O-])c2)csc1NC(=O)CCCOc1ccccc1OC	98	-6	5	94	96	-4
3	CCOc1ccc(NS(=O)(=O)c2ccc3[nH]c(=O)c(=O)[nH]c3c2)cc1	95	-2	-2	95	95	-4
4	Cc1ccc(Cn2ccc(NC(=O)c3cc(-c4ccc(Cl)cc4)on3)n2)cc1	98	-10	-5	102	100	-10
5	O=C(O)CCN1C(=O)/C(=C\c2ccc(-c3nc4ccccc4s3)o2)SC1=S	66*	32	38	69*	71*	26
6	O=C1/C(=C\c2ccco2)SC(=S)N1c1ccc(O)cc1	101	-8	0	102	101	-2
7	O=C(CCCN1C(=O)/C(=C/c2ccccc2)SC1=S)Nc1cccc(O)c1	101	-4	-4	99	95	0
8	CCN1C(=O)C2(C(C#N)=C(N)Oc3n[nH]c(C(C)C)c32)c2ccccc21 (stereo not given)	98	3	0	99	95	4
9	Nc1nc(CSc2nc3ccccc3s2)nc(N2CCOCC2)n1	96	0	1	94	94	2
10	CCOC(=O)CSC1=NC(=O)CS1	102	-8	-6	98	98	-3

entry	Rab7 wt modul	Bim-Bfl-1	Bcl-B Bim block	Rac1 wt modul	HRas wt GTP
1	96	-5	-5	101	99
2	96	0	-17	101	102
3	93	-2	-6	94	96
4	97	-7	-1	103	99
5	74*	22	9	67*	74*
6	96	2	-18	104	101
7	104	0	-2	104	101
8	98	-11	-4	101	100
9	96	0	1	94	95
10	96	-16	-8	102	99

Going on with the list:
entry	SMILES	Rab2A wt mod	Bim-Bcl-XL	Bcl-2 Bim block	Cdc42 wt	Rac1 act GTP bind	Bcl-W Bim block
11	COC(=O)CCCC(=O)Nc1ccc(Cl)c(Cl)c1	100	-4	-10	100	99	0
12	COc1cccc(NC(=O)C(=O)NCCCn2ccnc2)c1	96	0	0	98	99	-5
13	O=C(c1cc(-n2cnnc2)ccc1Cl)N1CCN(c2nc(-c3ccccc3)cs2)CC1	98	0	-7	103	99	3
14	CCn1nc(C)c(NS(=O)(=O)c2ccccc2)c1C	96	-5	-15	100	94	-1
15	CC1=C(C)CC(C(=O)N2CCN(Cc3ccccc3)CC2)C(C(=O)O)C1 (stereo not given)	100	-6	-12	100	99	-1
16	COC(=O)CN(n1cnnc1)S(=O)(=O)c1ccc(C)cc1	95	1	0	95	95	-1
17	COc1ccc(Nc2ncc(C(=O)N3CCN(Cc4ccccc4)CC3)c3ccccc23)cc1	97	0	-1	98	99	0
18	O=C1CN(C(=O)CCCc2c[nH]c3ccccc23)c2ccccc2N1	98	-11	-4	102	99	7
19	COc1cccc2c1C(=O)c1c(O)c3c(c(O)c1C2=O)C[C@@](O)(C(C)=O)C[C@@H]3O[C@H]1C[C@H](N)[C@H](O)[C@H](C)O1	102	2	16	104	101	10
20	CCOc1ccc(NS(=O)(=O)c2ccc(OCC(=O)N3CCCC3)cc2)cc1	98	-4	-11	102	97	-1

entry	Rab7 wt modul	Bim-Bfl-1	Bcl-B Bim block	Rac1 wt modul	HRas wt GTP
11	99	-18	-6	103	102
12	96	-7	-2	103	98
13	97	-10	-3	106	101
14	97	-10	-4	96	95
15	102	-12	-8	104	101
16	99	1	0	96	95
17	98	0	1	100	97
18	99	-10	-7	104	99
19	101	22	22	104	100
20	101	-18	-8	105	100

Further entries.
entry	SMILES	Rab2A wt mod	Bim-Bcl-XL	Bcl-2 Bim block	Cdc42 wt	Rac1 act GTP bind	Bcl-W Bim block
21	CCOC(=O)c1[nH]c2cc3c(cc2c1NC(=O)CN1CC(C)CC(C)C1)OCO3 (stereo not given)	97	-2	-2	100	98	-2
22	Cc1ccc(N=C2NC(=O)c3cc([N+](=O)[O-])ccc32)cc1	95	-4	-10	103	98	-7
23	CCOC(=O)c1cccc(-n2c(C)cc(C=O)c2C)c1	92	-4	-6	99	95	-2
24	O=C(NCc1ccc(Cl)cc1)c1cnccn1	103	-3	-3	104	101	0
25	CCCn1nnnc1NC(=O)COc1ccc(Cl)c(C)c1	97	20	14	94	93	10
26	Cc1ccc(C)c(C(=O)CC2(O)C(=O)N(C)c3ccccc32)c1 (stereo not given)	92	-1	-2	95	90	1
27	COc1ccc(CC(=O)Nc2cccc(C(=O)Nc3ccccc3C(=O)O)c2)cc1OC	88	1	6	94	92	1
28	CCOc1nc(N(C)C)nc(-n2nnc(C(C)=O)c2C)n1	102	-10	-11	105	99	-3
29	Brc1ccc(Oc2ncc(CN3CCN(c4ccccc4)CC3)s2)cc1	94	-2	-10	94	96	-2
30	COCc1cc(C)nc(Nc2ccc(C)cc2C)c1C#N	100	-5	-3	104	102	0

entry	Rab7 wt modul	Bim-Bfl-1	Bcl-B Bim block	Rac1 wt modul	HRas wt GTP
21	98	-2	0	100	99
22	101	-10	-11	104	98
23	97	-10	-6	100	96
24	100	-3	1	105	103
25	98	18	15	97	96
26	97	-6	-1	91	95
27	97	1	0	91	92
28	99	-20	-10	107	99
29	99	-13	-8	98	95
30	101	-4	0	106	101

Additional structures:
entry	SMILES	Rab2A wt mod	Bim-Bcl-XL	Bcl-2 Bim block	Cdc42 wt	Rac1 act GTP bind	Bcl-W Bim block
31	O=C(Cc1cc(C(=O)O)c2ccccc2n1)Nc1ccccc1	104	-1	-3	102	94	-2
32	O=C(CCCN1CCOCC1)c1ccc2c(c1)OCCO2	100	10	-4	99	97	1
33	CC1CCC(NC(=O)C2CCN(c3cnccn3)CC2)CC1 (stereo not given)	100	-6	-9	105	100	1
34	Cc1cc(-c2ccccc2)nc(Oc2cccc(C(F)(F)F)c2)c1S(C)(=O)=O	97	4	5	96	96	2
35	Cn1nc(CC(=O)NC2CCCCCC2)c2ccccc2c1=O	100	-2	-7	101	99	0
36	Cc1c(N=C2SC(CC(=O)Nc3ccccc3)C(=O)N2CCN2CCOCC2)c(=O)n(-c2ccccc2)n1C (stereo not given)	97	-1	3	98	94	0
37	CC(=O)CS(=O)(=O)c1ccc(Oc2ccc(S(=O)(=O)CC(C)=O)cc2)cc1	99	-6	-4	100	94	-4
38	Cc1ccc(C(=O)COC(=O)CCC(=O)NC2CCCCC2)cc1C	102	3	1	104	97	-2
39	COc1ccc(C2NC(=O)c3ccccc3O2)c(OC)c1OC (stereo not given)	98	7	-5	100	99	2
40	COc1ccc(CNC(=O)C/C(C)=N/NC(=O)COc2ccc(Br)cc2)cc1	96	0	-3	94	95	-4

entry	Rab7 wt modul	Bim-Bfl-1	Bcl-B Bim block	Rac1 wt modul	HRas wt GTP
31	97	0	-3	100	95
32	98	-7	-4	100	99
33	100	-10	-2	103	101
34	95	1	-1	104	98
35	98	-9	-7	104	99
36	99	-6	2	98	96
37	98	-4	-6	100	96
38	103	-3	0	102	103
39	102	-12	-4	104	100
40	103	-11	-4	100	98

Further results follow:
entry	SMILES	Rab2A wt mod	Bim-Bcl-XL	Bcl-2 Bim block	Cdc42 wt	Rac1 act GTP bind	Bcl-W Bim block
41	CSc1ccccc1NC(=O)CN(C)CC(=O)NCc1ccccc1	100	0	-6	98	96	1
42	O=C(CC1C(=O)NCCN1Cc1ccc(F)cc1)NCCOc1cccnc1 (stereo not given)	95	1	-6	97	95	-1
43	Cc1nn(C)c(C)c1S(=O)(=O)N1CCc2ccccc21	100	-6	-4	102	99	-1
44	COc1ccc2c(c1)C=C(C(=O)NCc1ccc(Cl)cc1)CO2	98	-9	-7	99	98	0

entry	Rab7 wt modul	Bim-Bfl-1	Bcl-B Bim block	Rac1 wt modul	HRas wt GTP
41	103	-2	0	99	98
42	97	-6	-2	99	98
43	99	-9	-4	101	101
44	102	-9	-7	104	101

Ordered by SMILES length (high to low): some entries from above.
entry	SMILES	Rab2A wt mod	Bim-Bcl-XL	Bcl-2 Bim block	Cdc42 wt	Rac1 act GTP bind	Bcl-W Bim block
36	Cc1c(N=C2SC(CC(=O)Nc3ccccc3)C(=O)N2CCN2CCOCC2)c(=O)n(-c2ccccc2)n1C (stereo not given)	97	-1	3	98	94	0
37	CC(=O)CS(=O)(=O)c1ccc(Oc2ccc(S(=O)(=O)CC(C)=O)cc2)cc1	99	-6	-4	100	94	-4
34	Cc1cc(-c2ccccc2)nc(Oc2cccc(C(F)(F)F)c2)c1S(C)(=O)=O	97	4	5	96	96	2
40	COc1ccc(CNC(=O)C/C(C)=N/NC(=O)COc2ccc(Br)cc2)cc1	96	0	-3	94	95	-4
42	O=C(CC1C(=O)NCCN1Cc1ccc(F)cc1)NCCOc1cccnc1 (stereo not given)	95	1	-6	97	95	-1
29	Brc1ccc(Oc2ncc(CN3CCN(c4ccccc4)CC3)s2)cc1	94	-2	-10	94	96	-2
38	Cc1ccc(C(=O)COC(=O)CCC(=O)NC2CCCCC2)cc1C	102	3	1	104	97	-2
41	CSc1ccccc1NC(=O)CN(C)CC(=O)NCc1ccccc1	100	0	-6	98	96	1
43	Cc1nn(C)c(C)c1S(=O)(=O)N1CCc2ccccc21	100	-6	-4	102	99	-1
33	CC1CCC(NC(=O)C2CCN(c3cnccn3)CC2)CC1 (stereo not given)	100	-6	-9	105	100	1
32	O=C(CCCN1CCOCC1)c1ccc2c(c1)OCCO2	100	10	-4	99	97	1

entry	Rab7 wt modul	Bim-Bfl-1	Bcl-B Bim block	Rac1 wt modul	HRas wt GTP
36	99	-6	2	98	96
37	98	-4	-6	100	96
34	95	1	-1	104	98
40	103	-11	-4	100	98
42	97	-6	-2	99	98
29	99	-13	-8	98	95
38	103	-3	0	102	103
41	103	-2	0	99	98
43	99	-9	-4	101	101
33	100	-10	-2	103	101
32	98	-7	-4	100	99

High-throughput results (PubChem BioAssay)
